# Bioassay records as filed in PubChem BioAssay.
# Tb MetRS inh: Trypanosoma brucei MetRS inhibition; purified T. brucei MetRS, ATP depletion, Kinase-Glo luminescence; inhibition, % at 11.9 µM; 360,000 tested, 0.4% active;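 active = inhibition above a per-plate cutoff of the control wells' mean inhibition plus 3 SD, cut at about 5.5% in these data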;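 note: 0% = DMSO wells median and 100% = median of wells with control inhibitor compound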
#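 Assay system: T. brucei methionyl-tRNA synthetase, purified | Medium: HEPES buffer with MgCl2, KCl, DTT, spermine, BSA, pyrophosphatase | Compound: 11.9 µM single point | Incubation: 15 min enzyme-compound preincubation, 2 h reaction, 10 min detection, 25 °C | Measured by: Kinase-Glo luciferase luminescence reporting remaining unconsumed ATP | Measure: % inhibition normalized to control-well medians | Replication: Singlicate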
# STEP inh: STEP (human) phosphatase inhibition; P54829; recombinant STEP, OMFP fluorogenic substrate, fluorescence; inhibition, % at 20 µM; 360,000 tested, 0.25% active;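 active = inhibition at 20 µM, scaled per plate between control wells, above about 37%, limit read from the data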;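 note: 0% = DMSO with enzyme and substrate and 100% = substrate only without enzyme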
# Target sequence (P54829 whole entry, looked up): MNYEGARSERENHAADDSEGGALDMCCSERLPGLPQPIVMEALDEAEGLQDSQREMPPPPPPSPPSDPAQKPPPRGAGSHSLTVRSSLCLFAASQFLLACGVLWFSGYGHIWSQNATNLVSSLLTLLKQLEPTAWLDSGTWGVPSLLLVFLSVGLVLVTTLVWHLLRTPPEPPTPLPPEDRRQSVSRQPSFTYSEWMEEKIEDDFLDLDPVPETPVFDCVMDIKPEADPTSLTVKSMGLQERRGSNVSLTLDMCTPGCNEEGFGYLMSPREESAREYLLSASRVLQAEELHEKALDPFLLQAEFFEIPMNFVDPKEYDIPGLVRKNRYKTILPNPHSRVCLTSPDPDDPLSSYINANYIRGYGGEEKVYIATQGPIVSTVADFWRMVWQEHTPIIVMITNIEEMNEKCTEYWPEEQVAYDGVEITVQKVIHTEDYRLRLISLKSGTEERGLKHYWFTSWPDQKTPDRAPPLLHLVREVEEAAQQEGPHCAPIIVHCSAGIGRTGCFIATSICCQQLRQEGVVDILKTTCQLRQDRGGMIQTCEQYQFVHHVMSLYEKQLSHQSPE
#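 material = STEP tyrosine phosphatase | reagent = fluorogenic phosphatase substrate OMFP at 25 µM final | doses = single compound dose of 20 µM, 1% DMSO final | schedule = 20 min reaction, room temperature, in the dark | measured by = fluorescence, 480/540 nm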
# Rpn11 inh: inhibitors of human proteasome Rpn11 | human 26S proteasome, Ub4-pepOG fluorescence polarization; 20S core pre-blocked with epoxomicin | calls only at 20 µM | 360,000 tested, 0.59% active | AID 588493;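 active = inhibition at 20 µM, scaled to each plate's controls, above about 33%, limit read from the data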
# PABP1 MLLE inh: blocks PAM2 peptide binding to the PABP1 MLLE domain; P11940; 360,000 tested, 0.36% active; GST-MLLE / FITC-PAM2 fluorescence polarization; inhibition, % at 20 µM; in the data active = inhibition above about 35%, passing the limit was not always enough;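 note: plate controls were DMSO wells with GST-MLLE for no effect and wells lacking GST-MLLE protein for full effect; some results filed as inactive read as strong as hits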
# DNMT1 inh: inhibitors of human DNMT1 | DNMT1 molecular beacon, Hinp1I cleavage, fluorescence | inhibition (reported as % activation of signal), % at 10 µM | 360,000 tested, 0.83% active | AID 588458; in the data active = inhibition above about 50%
# Scp-1 inhibitor: inhibitors of human Scp-1 phosphatase; AID 493091; Recombinant Scp1, phosphopeptide, malachite green phosphate absorbance; inhibition, % at 20 µM; 340,000 tested, 0.88% active;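 active = inhibition above about 50% at 20 µM, limit read from the data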;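 note: plate controls were DMSO wells with enzyme for no effect and wells lacking enzyme for full effect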
#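 assay system = SCP-1 phosphatase catalytic domain, residues 76-261 | buffer or medium = 50 mM Tris acetate pH 5.5, 0.005% Tween-20, 10 mM MgCl2 | incubation = enzyme reaction 45 min at room temperature, colour 5 min, stabilisation 30 min | signal = Phosphate-binding colour reagent, absorbance read at 630 nm | measure = % inhibition at 20 µM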
# CSN deneddyl inh: inhibitors of human CSN-mediated cullin deneddylation; Q92905; Purified CSN, SCF-Nedd8-OG deneddylation, fluorescence polarization; inhibition, % at 12.5 µM; 360,000 tested, 0.38% active;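 active = pattern-corrected inhibition above about 35%, with an unprinted fluorescence ratio check between 0.5 and 1.5, limit read from the data, passing the limit was not always enough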;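 note: 0% = enzyme with substrate and 100% = substrate without enzyme; some results filed as inactive read as strong as hits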
# Target sequence (Q92905 whole entry, looked up, one chain of several): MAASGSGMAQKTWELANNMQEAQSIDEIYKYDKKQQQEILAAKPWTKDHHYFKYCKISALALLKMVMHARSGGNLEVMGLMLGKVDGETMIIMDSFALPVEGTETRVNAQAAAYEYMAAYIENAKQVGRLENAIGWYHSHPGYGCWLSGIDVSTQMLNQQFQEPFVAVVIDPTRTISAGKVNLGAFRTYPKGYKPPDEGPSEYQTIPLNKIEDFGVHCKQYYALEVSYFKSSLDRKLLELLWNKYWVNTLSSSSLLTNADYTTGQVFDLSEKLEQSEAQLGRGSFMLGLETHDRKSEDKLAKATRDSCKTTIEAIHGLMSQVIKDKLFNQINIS
#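 assay system = purified human Csn5 enzyme expressed in HEK293T cells | amount = 0.24 nM enzyme | buffer or medium = Tris/NaCl/DTT buffer, pH 7.5 | reagent = 10 nM SCFSkp2-Nedd8OG | compound = one concentration, 12.5 µM, 0.25% DMSO | times = 90 min reaction at room temperature | signal = FP | read-out basis = % inhibition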
# SUMO1-SIM PPI: alters human SUMO1 binding to SIM partners. P63165. SUMO1 binding to a labelled peptide, TR-FRET, 1 h. inhibition, % at 20 µM. 360,000 tested, 0.33% active; in the data active = inhibition above about 37%
# Target sequence (P63165 whole entry, looked up): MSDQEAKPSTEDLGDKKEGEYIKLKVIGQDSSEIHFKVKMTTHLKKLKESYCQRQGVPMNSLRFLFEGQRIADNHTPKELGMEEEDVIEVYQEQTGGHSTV
# NadD block: NadD (S. aureus) enzyme inhibition | purified NadD enzyme, colorimetric absorbance read-out | inhibition, % at 20 µM | 360,000 tested, 0.78% active | AID 602399; in the data active = inhibition above about 26%; note: some compounds past the cut are filed as inactive
# LMPTP inh: LMPTP (human) inhibition; 360,000 tested, 0.22% active; recombinant LMPTP-A, OMFP fluorogenic substrate, fluorescence intensity; P24666; inhibition, % at 20 µM;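 active = compounds that cut the enzyme signal by at least half of the control window in the single-dose screen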;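 note: plate controls were DMSO wells with enzyme plus substrate for no effect and substrate without enzyme for full effect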
#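 Test system: LMPTP-A phosphatase enzyme. Amount: LMPTP-A at 0.625 nM final in the reaction. Reagent: OMFP substrate, 400 µM final. Times: 50 min at room temperature. Signal: endpoint fluorescence intensity from OMFP dephosphorylation. Read-out basis: % inhibition. Benchmarks: no-enzyme and uninhibited controls.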
# Starred values were filed as active, the others as inactive; i = inactive; · = not tested or not shown.
SMILES,Tb MetRS inh,STEP inh,Rpn11 inh,PABP1 MLLE inh,DNMT1 inh,Scp-1 inhibitor,CSN deneddyl inh,SUMO1-SIM PPI,NadD block,LMPTP inh
O=c1c2c(-c3ccco3)csc2nc(SCc2cn3cccnc3n2)n1-c1ccccc1,1.1,6,i,-7,30,10,46*,8,36*,16
Cc1ccc2c(C)c(C(=O)N(C)Cc3nccn3C)oc2c1C,-0.3,1,i,-3,1,-2,4,-1,-5,0.3
O=C(NCSc1ccccc1)c1ccccc1,-0.2,0,i,42*,0,-10,-5,-1,-2,-0.2
CCCn1c(C)cc(C(=O)COC(=O)c2nccnc2N)c1C,1.5,1,i,3,0,-9,4,-9,-2,0.1
CCc1ccc(-c2nc(CS(=O)CC(=O)NCCc3ccccc3)c(C)o2)cc1 (stereo not drawn),-0.1,4,i,6,-3,-5,6,0,-9,-1.2
CN1CCN(C(=O)Nc2ccc3c(c2)N(C)C(=O)c2ccccc2S3)CC1,-0.8,-2,i,0,5,2,-2,-1,-2,-0.8
CCOc1ccc(NS(=O)(=O)c2ccc(C(=O)N(C)CC(=O)Nc3cccc(OC)c3)cc2)cc1,-0.1,-2,i,7,-10,-12,-4,-2,-5,1.0
COc1ccc(-n2nc(C(=O)NCC(=O)NCCN(C)C)c3ccccc3c2=O)c(OC)c1,-0.8,-2,i,-8,2,-9,1,-5,-2,-0.4
CCC(C)NCCOCCOc1ccc(F)cc1 (stereo not drawn),-0.2,2,i,3,-1,-12,5,-5,-3,-0.7
O=C(Nc1cccc(Cl)c1)Nn1cnnc1,-0.2,2,i,7,3,-4,0,2,-1,-0.7
O=C(CC(=O)N/N=C/c1ccc(F)cc1)N/N=C/c1ccc(F)cc1,-0.4,1,i,2,0,-14,1,-4,-5,-0.2
CCN(CC(=O)Nc1ccc(NC(C)=O)cc1)CC(=O)Nc1ccc(Cl)c(Cl)c1,-0.6,0,i,-7,-1,-9,7,-5,-4,-0.8
COc1ccccc1C1C(C#N)=C(N)Oc2cc(C)n(Cc3ccccn3)c(=O)c21 (stereo not drawn),-0.5,-1,i,-13,-3,-10,16,-5,-6,-1.3
COc1ccc(CNC(=O)c2cn(Cc3ccc(OC(C)=O)cc3)c(=O)s2)cc1,0.3,3,i,-1,-1,·,-3,1,-1,0.8
C[C@H](CO)N1C[C@H](C)[C@H](CN(C)C(=O)Nc2ccccc2F)OCc2cnnn2CCCC1=O,-0.4,1,i,5,1,·,3,1,1,-1.9
COc1ccc(OC(=O)CCc2c[nH]c3ccccc23)cc1,-0.7,5,i,-38,-8,-11,5,5,-6,1.7
NC(=O)CN1CCN(c2nc(-c3ccc(F)cc3)cs2)CC1,0.5,4,i,-7,-3,-5,2,-4,2,1.0
CCOC(=O)CNC(=O)CNC(=O)c1nn(-c2ccc(OC)c(Cl)c2)c(=O)c2ccccc12,-1.2,0,i,12,-2,1,2,-14,-5,-0.5
COc1ccc(CC(=O)Nc2cccc(-c3ccc4nncn4n3)c2)cc1OC,2.2,6,i,9,-5,-6,3,-12,-3,-2.6
CCN(CC)C(=O)CNC(=S)N(CCCN1CCOCC1)Cc1cccs1,0.2,-2,i,-73,1,-6,3,3,2,-1.4
O=S(=O)(c1ccccc1Cl)N1CCC(O)(c2cccnc2)CC1,0.0,1,i,4,-3,-2,-10,3,-4,1.8
O=C1c2ccccc2-c2nnc(-c3ccc(F)cc3)cc21,-0.3,3,i,8,-17,-9,-3,4,-2,1.7
Cc1cc(C(=O)N2CCCC(Nc3ccc(C(C)C)cc3)C2)nn1C (stereo not drawn),-0.1,-2,i,5,1,1,6,-1,-4,-1.3
Cc1ccc2ncnc(Oc3ncccc3[N+](=O)[O-])c2c1,-0.3,-2,i,-1,-1,-2,-2,-21,-2,-0.1
Cc1nc(CCNC(=O)C2CCC(=O)N(Cc3cccc(F)c3)C2)sc1C (stereo not drawn),0.5,-3,i,18,2,-7,1,-5,-7,-2.0
Cc1ccc(N2CC(C(=O)N3CCC(C(=O)Nc4cccc(Br)c4)CC3)CC2=O)cc1 (stereo not drawn),0.8,-1,i,3,-1,-9,-4,-4,5,1.3
C(=N\n1cnnc1)/c1ccc(OCc2ccccc2)cc1,-0.1,2,i,-9,7,-6,1,-3,-4,-1.9
Cc1oc2ccc(NS(=O)(=O)c3cccc4cccnc34)cc2c1C(=O)OC(C)C,-0.6,3,i,1,0,-5,-1,4,-1,4.0
CCCCCCCCn1c(N2CCN(c3cccc(Cl)c3)CC2)nc2c1c(=O)[nH]c(=O)n2C,-0.3,7,i,2,0,-7,0,4,24,2.2
NC(=O)C1CCN(C(=O)CCSCc2ccc(Cl)c(Cl)c2)CC1,-0.2,2,i,-3,0,-10,-3,1,-3,-1.7
Cc1ccccc1CC(=O)Nc1ccon1,0.2,-1,i,8,2,0,0,-1,-1,-1.1
CCOc1ccc(C(=O)Nc2ccc(S(=O)(=O)N3CCN(C)CC3)cc2)cc1,-0.9,1,i,-6,-1,-10,4,-2,0,-0.9
COC(=O)c1ccc(C(c2c(C)[nH][nH]c2=O)c2c(C)[nH][nH]c2=O)cc1,0.2,1,i,-39,-10,-7,2,-5,2,2.0
O=C(NNS(=O)(=O)c1ccc(Br)cc1)c1sccc1-n1cccc1,-0.2,9,i,-6,4,-7,-5,5,4,0.5
CCNC(=O)CN(c1ccc(C)cc1)S(=O)(=O)c1ccc(SC)cc1,-1.1,-1,i,8,5,3,3,-1,3,0.3
COc1ccccc1CC(=O)NC1CCCc2ccccc21 (stereo not drawn),-0.8,0,i,1,-2,-4,3,-1,-5,-1.3
Cc1cc(C(=O)COc2ccc(C#N)cc2)c(C)n1-c1ccc2c(c1)OCO2,-0.4,1,i,-7,-7,-2,-4,2,3,2.6
O=C(COc1cccc(C(F)(F)F)c1)Nc1cccnc1,-0.5,0,i,18,-2,-2,-1,-2,1,1.0
COc1ccc(C(=O)Nc2ccccc2C)cc1S(=O)(=O)N1CCOCC1,0.6,-5,i,-8,1,-6,0,2,-6,-0.3
CCCc1cc(-c2nc(-c3ccc(Cl)cc3)cs2)ccn1,0.3,4,i,-5,-2,-1,0,-8,8,5.7
Cc1nc2c(ccc3nc(NC(=O)C(c4ccccc4)c4ccccc4)sc32)s1,-0.3,-1,i,-2,-18,-7,-5,2,13,4.6
CCCS(=O)(=O)N1CCC(C(=O)NC2CCC(C)CC2)CC1 (stereo not drawn),-0.8,0,i,12,-2,0,2,11,-6,-1.7
O=C(Nc1ccc(S(=O)(=O)NCC2CCCO2)cc1)c1ccc(F)cc1 (stereo not drawn),-0.1,2,i,-10,1,0,0,0,-3,0.1
COc1cc(CNCc2cccs2)ccc1OCc1cccs1,-0.6,-4,i,9,-4,4,1,-3,-6,-0.9
CC1CCN(C(=S)NC(=O)c2ccco2)CC1,-0.1,-3,i,25,3,-10,1,5,-6,-0.5
CC1CC(C)(C)NC(=S)N1CCC(=O)N1CCc2ccccc21 (stereo not drawn),-0.3,2,i,-46,-3,7,-8,4,2,-1.3
O=C(O)Cc1c(O)ccc2ccccc12,-0.1,2,i,-17,-2,-6,4,35,9,-0.8
Cc1nc(C)c(C(=O)O)s1,-0.4,1,i,10,1,-1,1,-2,-2,-1.3
Cc1ccc(CNC(=O)CSc2n[nH]c(N)n2)cc1,0.0,-2,i,8,1,-8,-1,2,-1,0.3
O=C(NC1CCCCCC1)c1ccc(CS(=O)(=O)Cc2ccc(F)cc2)o1,-0.6,-1,i,-3,1,-3,0,2,-9,1.5
CCOC(=O)N1CCN(C(=O)c2cc3cc(OC)c(OC)cc3[nH]2)CC1,1.3,-2,i,2,0,-23,3,0,-3,-0.5
COCCN1C(=O)c2ccccc2C1c1nnnn1C(C)C (stereo not drawn),-1.6,·,·,·,·,·,3,5,-5,-0.3
Nc1nc(SCC(=O)c2c(N)n(C3CC3)c(=O)[nH]c2=O)n[nH]1,-0.1,-1,i,17,2,-1,-4,1,-4,-2.3
N#CC1=C(N)C(C#N)(C#N)C(c2cccnc2)C2CN(C(=O)OCc3ccccc3)CC=C12 (stereo not drawn),-0.7,3,i,21,-3,-13,7,-5,-3,-1.0
CCCCCCN1CC(C(=O)OCC)C(=O)C1=O (stereo not drawn),0.5,1,i,-6,1,-5,-22,-1,-2,-0.2
CCCCSc1nnc(CSc2nc3nc(C)cc(C)n3n2)o1,-1.1,-3,i,7,0,20,-1,2,0,-0.5
COc1ccc([C@H]2CC(=O)C=C(c3ccc(-c4ccccc4)c(F)c3)C2)cc1OC,-0.1,3,i,-7,0,-6,0,2,-6,5.2
c1ccc(-n2nnnc2Oc2ccc(-n3ccnc3)cc2)cc1,0.2,-2,i,10,2,3,0,1,1,1.0
CCN(CC)CCN1C(=O)C(=O)/C(=C(/O)c2c(C)[nH]c(C(=O)OC)c2C)C1c1ccccc1 (stereo not drawn),-1.3,19,i,10,-6,7,0,-3,1,-1.3
COc1ccc(CNC(=O)[C@H](Cc2c[nH]c3ccccc23)NC(=O)[C@@H]2Cc3ccccc3CN2)cc1,1.0,-2,i,2,-6,-4,6,1,11,-0.8
CC(=O)Nc1cccc(NC(=S)Nc2cccc(Cl)c2C)c1,-0.8,-2,i,18,10,3,-1,-1,1,-0.2

# By substructure, the compounds so far containing a cyano group.
SMILES,Tb MetRS inh,STEP inh,Rpn11 inh,PABP1 MLLE inh,DNMT1 inh,Scp-1 inhibitor,CSN deneddyl inh,SUMO1-SIM PPI,NadD block,LMPTP inh
COc1ccccc1C1C(C#N)=C(N)Oc2cc(C)n(Cc3ccccn3)c(=O)c21 (stereo not drawn),-0.5,-1,i,-13,-3,-10,16,-5,-6,-1.3
Cc1cc(C(=O)COc2ccc(C#N)cc2)c(C)n1-c1ccc2c(c1)OCO2,-0.4,1,i,-7,-7,-2,-4,2,3,2.6
N#CC1=C(N)C(C#N)(C#N)C(c2cccnc2)C2CN(C(=O)OCc3ccccc3)CC=C12 (stereo not drawn),-0.7,3,i,21,-3,-13,7,-5,-3,-1.0
